HP1b chromo inh: inhibitors of HP1-beta chromodomain binding to methylated histone tails; P83916; AlphaScreen HP1-beta / biotin-H3K9me3 peptide binding; Potency, µM (highest dose often 114 µM), without a hit: at the highest dose activity change, negative = inhibition, usual class: inhibitors; 390,000 tested, 0.56% active; AID 540317; further: potency means the concentration at half of the fitted maximal effect; nearly all actives have a fitted effect of over 70% in size; inactives centre near 23
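Compound inhibition of the preformed complex between 50 nM HP1-beta and 50 nM biotinylated H3K9me3 peptide was read by AlphaScreen. Buffer was PBS pH 7.4 with 0.01% Tween-20. Incubations ran 30 min at room temperature, with 10 ug/mL donor/acceptor beads.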
GLS inh: blocks human kidney-isoform glutaminase activity; GLS enzymatic activity, qHTS titration; Potency, µM (doses to about 45.5 µM), inactives show at the highest dose activity change, negative = inhibition, hits mostly inhibitors; 410,000 tested, 0.21% active; AID 624170; further: potency means the concentration at half of the fitted maximal effect; on the % scale 0 is the no-effect control and ±100 the full control effect
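Two-point fluorescence kinetic (t0, 30 min RT) for hKGA; glutamate detected via glutamate oxidase–HRP–Amplex Red. Substrate: 1 mM L-glutamine solution; buffer 45 mM KH2PO4, pH 8.2.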
Pin1 inh: human Pin1 inhibition; Pin1 FP peptide displacement, HiFluor488, 10 min; Q13526; Potency, µM (titrated, usually from 115 µM), for the others: at the highest dose activity, negative = inhibition, actives largely listed as inhibitors; AID 504891; 390,000 tested, 0.009% active; active means well fitted inhibition curve with a large enough effect in the polarisation, with a control signal flat, not every such curve was filed as active; inconclusive means small, poorly fitted or top-dose-only effect, or effect the other way, or a change in a side signal; inactive means no such curve, though single readings can be large or run the other way; the % refers to the polarisation; further: potency means the concentration at half of the fitted maximal effect; on the % scale 0 is the no-effect control and ±100 the full control effect
TrxR1 substrate: rat thioredoxin reductase 1 substrate activity. O89049. 390,000 tested, 0.01% active. purified TrxR1 substrate turnover, NADPH consumption readout. Potency, µM (series often up to 114 µM), without a hit: at the top dose activity change, negative = substrate turnover; further: potency means the concentration at half of the fitted maximal effect; on the % scale 0 is the no-effect control and ±100 the full control effect; nearly all actives have a fitted effect of over 50% in size
Target sequence (O89049 whole entry, looked up): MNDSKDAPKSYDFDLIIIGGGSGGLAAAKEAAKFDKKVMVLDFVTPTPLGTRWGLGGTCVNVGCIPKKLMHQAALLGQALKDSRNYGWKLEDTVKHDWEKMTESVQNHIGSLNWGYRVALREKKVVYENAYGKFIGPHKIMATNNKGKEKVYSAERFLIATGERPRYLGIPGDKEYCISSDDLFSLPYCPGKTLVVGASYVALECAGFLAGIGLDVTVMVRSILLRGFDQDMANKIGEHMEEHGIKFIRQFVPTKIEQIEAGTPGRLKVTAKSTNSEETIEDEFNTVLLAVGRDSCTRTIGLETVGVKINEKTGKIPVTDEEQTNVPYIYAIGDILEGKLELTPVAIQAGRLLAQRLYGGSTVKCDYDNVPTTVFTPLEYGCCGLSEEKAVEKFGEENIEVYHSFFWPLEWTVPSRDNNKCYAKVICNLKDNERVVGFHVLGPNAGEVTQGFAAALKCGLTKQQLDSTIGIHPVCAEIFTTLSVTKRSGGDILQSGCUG
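Rat TrxR1, dispensed at 90 nM, was prereduced with 400 uM NADPH (final) for 5 min at ~22 deg C, then incubated with compound 15 min before 400 uM selenite. A first-read NADPH fluorescence drop versus no-compound background flagged substrates.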
PI4K2A block: PI4K2A (human) kinase inhibition. 420,000 tested, 0.13% active. purified PI4K2A, ADP-Glo luminescence, 1 h; stronger effect = lower value. activity change, negative = inhibition, % at 76.9 µM; in the data active means activity change below about -50%; inconclusive means mostly about -30% to -49%;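 further: -100% = wells without enzyme as full effect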
Target sequence (Q9BTU6 whole entry, looked up): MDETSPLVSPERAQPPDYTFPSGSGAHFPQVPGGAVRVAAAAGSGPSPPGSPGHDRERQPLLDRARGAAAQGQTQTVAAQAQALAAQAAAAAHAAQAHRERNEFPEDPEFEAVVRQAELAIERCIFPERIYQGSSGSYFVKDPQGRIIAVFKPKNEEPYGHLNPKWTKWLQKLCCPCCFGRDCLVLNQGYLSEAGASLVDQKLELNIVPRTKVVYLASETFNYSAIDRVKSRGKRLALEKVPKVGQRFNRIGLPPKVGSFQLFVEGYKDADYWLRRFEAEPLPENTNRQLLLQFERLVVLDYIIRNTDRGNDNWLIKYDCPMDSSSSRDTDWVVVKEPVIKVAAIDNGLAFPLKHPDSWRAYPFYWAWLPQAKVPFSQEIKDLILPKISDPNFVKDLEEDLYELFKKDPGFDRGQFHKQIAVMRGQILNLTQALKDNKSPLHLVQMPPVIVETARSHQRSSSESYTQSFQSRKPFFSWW
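Compounds are screened against recombinant PI4K2A using PI as substrate and ATP, the latter dispensed at 300 microM. Reactions run one hour at ambient temperature before ADP-Glo detection; full inhibition defined by wells lacking enzyme.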
mIDH1 inhibitor: human IDH1 R132H inhibition; 390,000 tested, 0.093% active; AID 602179; Potency, µM (series often up to 76.6 µM), for inactives: at the top dose activity change, negative = inhibition, hits mostly inhibitors; IDH1-R132H enzyme, NADPH consumption, diaphorase/resazurin fluorescence; O75874; further: potency means the concentration at half of the fitted maximal effect; on the % scale 0 is the no-effect control and ±100 the full control effect; nearly all actives have a fitted effect of over 65% in size
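IDH1-R132H (0.5 ug/mL dispensed) in pH 7.5 Tris buffer was preincubated 30 min with compound, then given a substrate mix of 0.016 mM NADPH and 2 mM alpha-KG for 80 min at room temperature; remaining NADPH was read by diaphorase/resazurin fluorescence.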
PGK inhibitor: T. brucei PGK inhibition; Potency, µM (doses to about 57.5 µM), without a hit: top-dose activity change, negative = inhibition, usual class: inhibitors; AID 602233; PGK/GAPDH coupled, Kinase-Glo luminescence, 60 min; 380,000 tested, 0.043% active; further: potency means the concentration at half of the fitted maximal effect; on the % scale 0 is the no-effect control and ±100 the full control effect; nearly all actives have a fitted effect of over 60% in size
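Luminescent ATP detection (Kinase-Glo Plus) follows a 60-minute room-temperature incubation, with wells lacking PGK as controls. Buffer: 100 mM TEA (pH 7.6), 5 mM MgCl2, 0.01% Tween-20. Coupling enzyme GAPDH (100 nM final) supplies unstable 1,3-BPG in-well.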
rTrxR1 inhibitor: rat TrxR1 inhibition. AID 588453. 390,000 tested, 1% active. Potency, µM (titrated, usually from 114 µM), without a hit: top-dose activity change, negative = inhibition, most hits filed as inhibitors. recombinant rTrxR1, NADPH fluorescence consumption, selenite substrate; further: potency means the concentration at half of the fitted maximal effect; on the % scale 0 is the no-effect control and ±100 the full control effect; nearly all actives have a fitted effect of over 65% in size
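Rat TrxR1 (90 nM in the dispensed reagent) was pre-reduced with 400 uM NADPH for 5 min at room temperature, then incubated with compound for 15 min. After 400 uM selenite was added, NADPH fluorescence (Ex 340/Em 450 nm) was followed for 8 min.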
USP1 inh: blocks the human USP1/UAF1 deubiquitinase complex | O94782 | recombinant USP1/UAF1, Ub-Rhodamine cleavage fluorescence | AID 743255 | Potency, µM (top dose mostly 57.1 µM), without a hit: at the highest dose activity change, negative = inhibition, most hits filed as inhibitors | 390,000 tested, 0.23% active; further: potency means the concentration at half of the fitted maximal effect; on the % scale 0 is the no-effect control and ±100 the full control effect; nearly all actives have a fitted effect of over 60% in size; inactives centre near -12
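High-throughput fluorogenic screen: 1nM USP1/UAF1 complex, Ub-Rho substrate 150nM final, 50mM HEPES pH 7.8 with 0.5mM EDTA, 0.1 mg/ml BSA, 1mM TCEP and 0.01% Tween-20.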
* = called active by the depositor; i = inactive; ? = inconclusive; nt = not tested or not shown; [ ] = another dose, or the depositor's remark. Unless noted, the call rests on the fitted dose curve; in most records, active means well fitted curve in the direction sought with a large enough effect; inconclusive means small, poorly fitted or top-dose-only effect, or another doubt; inactive means no such curve, though single readings can be large; an effect the other way counts as inactive or inconclusive. The list is partial; rates above refer to the full screens.

SMILES	HP1b chromo inh	GLS inh	Pin1 inh	TrxR1 substrate	PI4K2A block	mIDH1 inhibitor	PGK inhibitor	rTrxR1 inhibitor	USP1 inh
CC(=O)N/C(=C\c1ccc(F)cc1)C(=O)NC(C(=O)O)C(C)C (centres undefined)	44%[activator]	4%	-7%	-4%[57.1 µM]	7	8%	-1%	32%[57.1 µM]	-2%
O=C(Nc1cccnc1)c1cnn2c(C(F)F)cc(C3CC3)nc12	22%	-5%	1%	-9%	30	0%	-8%	12%[57.1 µM]	2%
Cc1ccc(S(=O)(=O)NCCOCCNS(=O)(=O)c2ccc(C)cc2)cc1	23%	-1%	-1%	-10%	3	-1%	0%	-12%	-3%
O=C1CSC(c2ccccc2)N1c1nc(-c2ccc(Cl)cc2Cl)cs1 (centres undefined)	39%[activator]	-3%	-2%	-5%	-5	0%	i	-6%	-19%
Cc1cc(C)cc(-n2c(C)cc(C(=O)CSc3nnnn3C)c2C)c1	-26%	-2%	0%	-10%	9	4%	-7%	19%[57.1 µM]	-12%
Cc1ccc(CN2CCC(n3nccc3NC(=O)CCOc3ccccc3)CC2)o1	14%	-1%	-4%	8%	-5	1%	-7%	2%	-15%
O=C(CCCCCn1c(=S)[nH]c2ccccc2c1=O)NCc1ccc2c(c1)OCO2	33%	-3%	40%[activator]	7%	-5	10%	i	4%	-13%
COCCCn1c(O)c(/C=C2\N=C(C#N)C(=Nc3ccc(C)cc3)O2)sc1=S	?	-10%	?	-9%	-8	4%	?	?	-23%
CC(=O)Oc1ccc(C(=O)Nc2cccc(NC(=O)c3ccco3)c2)cc1	2%	0%	-4%	-5%	3	3%	-9%	-15%	-8%
Cc1ccccc1C(=O)/C=C1/c2ccccc2CC(C)(C)N1C	26%	-1%	-1%	-2%	3	2%	0%	-2%	-7%

In another format: entries from further up
HP1b chromo inh | GLS inh | Pin1 inh | TrxR1 substrate | PI4K2A block | mIDH1 inhibitor | PGK inhibitor | rTrxR1 inhibitor | USP1 inh | Compound
? | -10% | ? | -9% | -8 | 4% | ? | ? | -23% | COCCCn1c(O)c(/C=C2\N=C(C#N)C(=Nc3ccc(C)cc3)O2)sc1=S
26% | -1% | -1% | -2% | 3 | 2% | 0% | -2% | -7% | Cc1ccccc1C(=O)/C=C1/c2ccccc2CC(C)(C)N1C
33% | -3% | 40%[activator] | 7% | -5 | 10% | i | 4% | -13% | O=C(CCCCCn1c(=S)[nH]c2ccccc2c1=O)NCc1ccc2c(c1)OCO2

Remaining list, next part
SMILES	HP1b chromo inh	GLS inh	Pin1 inh	TrxR1 substrate	PI4K2A block	mIDH1 inhibitor	PGK inhibitor	rTrxR1 inhibitor	USP1 inh
Cc1nn(-c2ccc(F)cc2)c(Cl)c1/C=C(\CC(=O)O)c1nc2ccccc2s1	3%	20%	-4%	-4%	0	-5%	0%	0%	-9%
CN(CC1CCCO1)S(=O)(=O)c1ccc(C(=O)Nc2nccs2)cc1 (centres undefined)	37%[activator]	-5%	2%	-10%	4	3%	i	-5%	-20%
CCCN1Cc2cccc(C(=O)NCCc3ccccc3)c2C1=O	15%	-2%	-6%	7%	-5	-2%	-2%	11%	-20%
COc1ccccc1-n1c(CNC(=O)c2ccccc2)nnc1SCC(=O)Nc1nnc(C)s1	33%	-3%	1%	1%[57.1 µM]	-1	14%	-4%	4%[57.1 µM]	-16%
CC12CCC(C)(O1)C1C(=O)N(c3nccs3)C(=O)C12 (centres undefined)	22%[57 µM]	-2%	2%	0%[2.29 µM]	5	5%	8%	3%[2.29 µM]	-12%
CC(C)CC1C(=O)N(Cc2cn(CCC3OCCCO3)nn2)CCS(=O)(=O)N1Cc1ccc(-c2ccc(Cl)cc2)cc1 (centres undefined)	nt	-9%	nt	nt	0	2%	-5%	nt	-24%
Cc1ccsc1C(=O)C1CCCN(Cc2cn(C)nc2-c2ccccc2)C1 (centres undefined)	12%	6%	1%	3%	2	12%	0%	2%	-9%
COc1ccc(NC(=O)CN(C)CC(=O)c2c(C)[nH]c3ccccc23)cc1	30%	-1%	-3%	0%	-1	2%	i	22µM*	-14%
O=C(Cn1nnnc1-c1ccccc1F)Nc1ccc(F)c(F)c1	19%	-2%	-7%	0%	0	6%	-10%	9%	-19%
COc1ccc(-n2c(=O)c3ccc(C(=O)NCc4ccc(C)cc4)cc3n(CC(=O)Nc3ccc(C)cc3)c2=O)cc1	40%[activator]	3%	2%	10%	-6	3%	8%	35%	-16%
Cn1c(Cl)c(C(=O)Nc2ccccc2)c2ccccc21	23%	21%	-4%	8%[57.1 µM]	7	2%	8%	-6%[57.1 µM]	-3%
C=C1N(CCCCCC(=O)O)C(=O)OC12CCCCC2	18%	0%	0%	-7%	1	-1%	-7%	-5%	-13%
Cc1cc(NC(=O)CCC(=O)N(c2ccc(F)cc2)C(C(=O)NC2CCCC2)c2ccncc2)no1 (centres undefined)	31%	-7%	-7%	5%	-1	-2%	1%	15%	-19%
CCCCN1CC(=O)N2[C@H]3c4ccc(OC)cc4OC[C@@H]3[C@H](c3ccccc3)[C@]2(C)C1=O	13%	2%	?	-11%	0	-3%	-1%	12%[57.1 µM]	-17%
CCn1nc(NS(=O)(=O)c2ccccc2)c2cc3ccc(C)cc3nc21	76%[activator]	2%	1%	11%	-4	6%	-2%	23%	-14%
Cc1n[nH]c(C)c1CNCc1c(C(=O)N2CCCCCCC2)nc2ccc(Cl)cn12	13%	0%	2%	1%	3	0%	0%	16%	-2%
COC(=O)C1CCN(C(=O)COC(=O)CNS(=O)(=O)c2ccc(SC)c([N+](=O)[O-])c2)CC1	-16%	1%	-3%	-7%	3	0%	-15%	-4%	4%
COc1cnc(-c2ccccc2)nc1Sc1ccccc1	102%[activator]	6%	0%	0%[57.1 µM]	0	-2%	-6%	8%[57.1 µM]	-9%
O=c1[nH]c(=S)[nH]c2c1CN(Cc1ccc(F)cc1)CC2	44%	-13%	-3%	0%	1	5%	-2%	21%	-15%
COc1ccc(C(=O)Nc2cc(C)c(NC(=O)c3ccccc3OC)cn2)cc1	63%[activator]	10%	35%[activator]	38%[activator]	-7	4%	-11%	-13%	-21%
CCOC(=O)c1c(/N=C/C2=C(O)CC(C)(C)CC2=O)sc(C(C)=O)c1C	7%	?	3%	-5%	-5	1%	-3%	2%	-3%
COc1cc(C(CC(=O)NCc2ccccc2)N2Cc3ccccc3C2=O)cc(OC)c1OC (centres undefined)	45%[activator]	4%	7%	2%	-4	8%	-6%	4%	-21%
CC[C@@H]1C(c2ccccc2)=NN(c2ccc(Br)cc2)[C@H]1C(=O)N1CCOC1=O	74%[activator]	-4%	11%	29%	3	-6%	0%	50%[activator]	-23%
CC(CC(=O)NCc1ccco1)S(=O)(=O)c1ccc2c(c1)CCN2C(=O)C1CC1 (centres undefined)	64%[activator]	12%	0%	0%	-2	-1%	2%	2%	?
Oc1oc(-c2ccccc2Br)nc1C=Nc1ccc(Br)cn1	18%	1%	-2%	8%	1	8%	11%	29%	-24%
CCCc1nc2ccccc2c(=O)n1CC(=O)c1ccc(OC)cc1	10%	-2%	-3%	-3%	2	5%	-2%	14%	-9%
CCc1noc(C)c1C(=O)N1CCCSC1=Nc1ccccc1Cl	23%	-1%	-6%	0%[57.1 µM]	0	-16%	-7%	5%[57.1 µM]	-10%
CCOC(=O)c1cc(-c2ccc(C)cc2)n(CCC(=O)NCCN(C)C)c1C	-13%	0%	-3%	2%	-4	0%	4%	1%	-16%
CC1(C)Oc2ccc3ccc(=O)oc3c2/C(=C/Nc2cccc(O)c2)C1=O	?	0%	?	-5%[57.1 µM]	2	?	0%	-6%[57.1 µM]	-25%
CCCCN(CCCC)C(=O)CSc1nnc(-c2cc(OC)c(OC)c(OC)c2)o1	-22%	-2%	-2%	1%	-13	16%	i	18%	-7%
O=C(CCNC(=O)c1ccccc1Cl)NCC1COc2ccccc2O1 (centres undefined)	10%	3%	-3%	-9%[57.1 µM]	-3	0%	12%	1%	1%
CC1(C)CC(NC(=O)Nc2ccc([N+](=O)[O-])cc2)CC(C)(C)N1	19%	2%	-1%	-1%[57.1 µM]	5	3%	2%	21%[57.1 µM]	-21%
COc1ccccc1Nc1nc(-c2ccccc2)c(CC(=O)O)s1	24%	-4%	7%	-7%	-2	-4%	-2%	-7%	?
Cc1ccc(NC(=O)N(CCCN2CCOCC2)Cc2cccnc2)cc1C	68%[activator]	-2%	-7%	7%	4	4%	-7%	19%	-24%
CCOC(=O)N1CCN(c2nc(-c3ccc(F)cc3)cs2)CC1	11%	13%	1%	6%[57.1 µM]	-4	2%	-5%	10%[57.1 µM]	-21%
C/C(=N\NC(=O)Cc1csc(N2CCOCC2)n1)c1ccc(Cl)c(Cl)c1	-5%	3%	-3%	5%[57.1 µM]	-6	-2%	-4%	19%[57.1 µM]	-14%
CCOC(=O)c1ccc(NC(=O)c2ncn3c2C(=O)NC[C@H]3C)cc1	nt	0%	nt	nt	-3	2%	-5%	nt	-12%
COc1cc(-c2cc(OC)c3c(C)oc(C)c3c(=O)c2)ccc1OC(=O)c1cccc(Cl)c1	2%	?	40%[activator]	-10%	-5	-19%	10%	1%	?
COC(=O)CSc1nnc(CNC(=O)Cc2ccccc2)n1C	19%	7%	-5%	-4%	-5	3%	i	-1%	-2%

Assay outcomes (PubChem)
